Screens (PubChem BioAssay)
UBC9 SUMO inh: inhibitors of human SUMOylation (UBC9); HTRF SUMOylation assay, SAE1/SAE2 + UBC9, in vitro; inhibition, % at 35 µM; 290,000 compounds, 0.36% hits; in the data active = inhibition above about 50%, passing the limit was not always enough; note: strong numbers were not always called active
Target sequence (P63279 whole entry, looked up): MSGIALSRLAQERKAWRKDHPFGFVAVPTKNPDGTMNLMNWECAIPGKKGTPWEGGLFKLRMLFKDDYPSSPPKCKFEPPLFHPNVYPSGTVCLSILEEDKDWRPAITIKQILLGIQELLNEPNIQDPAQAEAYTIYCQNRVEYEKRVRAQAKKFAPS
IDE act: boosts human insulin-degrading enzyme activity in HEK cells | activation, % at 5.96 µM | 340,000 compounds, 0.073% hits | FAbeta-B cleavage, fluorescence polarization; 0% vehicle, 100% cell-free pure enzyme wells;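 active = activation above the mean of all tested compounds plus 3 SD, set per screening campaign, cut at about 17% in these data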
HCV NS3 hel inh: blocks Hepatitis C virus NS3 helicase unwinding; AID 1800; inhibition, % at 10.9 µM; 290,000 compounds, 0.56% hits; NS3 helicase DNA unwinding, Cy5 molecular beacon fluorescence;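 active = inhibition above the mean of all tested compounds plus 3 SD, set per campaign, cut at about 35% in these data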;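 note: 0% = DMSO wells and 100% = thioflavine S control wells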
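Test system: hepatitis C virus NS3 helicase domain fragment enzyme. Also added: annealed dual-labelled DNA beacon duplex, ATP-started. Timing: 60 min unwinding reaction at 25 °C after ATP addition. Technique: Cy5 fluorescence. Measure: % inhibition of unwinding.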
MEKK3 PB1 HTS: MEKK3-MEK5 PB1 interaction, increase or decrease | binding response (% of control), % at 10 µM | AID 1529 | 290,000 compounds, 1.4% hits | Q99759 | bead-based flow cytometry, Alexa488-MEK5 binding to MEKK3; actives lie on both sides; 0 = blocked by unlabeled MEK5, 100 = vehicle;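 active = binding response more than 3 SD above or below the average of its plate-row segment, actives on both sides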;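 note: Alexa488 bead fluorescence after subtracting the streptavidin-only scavenger bead signal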
Target sequence (Q99759 whole entry, looked up): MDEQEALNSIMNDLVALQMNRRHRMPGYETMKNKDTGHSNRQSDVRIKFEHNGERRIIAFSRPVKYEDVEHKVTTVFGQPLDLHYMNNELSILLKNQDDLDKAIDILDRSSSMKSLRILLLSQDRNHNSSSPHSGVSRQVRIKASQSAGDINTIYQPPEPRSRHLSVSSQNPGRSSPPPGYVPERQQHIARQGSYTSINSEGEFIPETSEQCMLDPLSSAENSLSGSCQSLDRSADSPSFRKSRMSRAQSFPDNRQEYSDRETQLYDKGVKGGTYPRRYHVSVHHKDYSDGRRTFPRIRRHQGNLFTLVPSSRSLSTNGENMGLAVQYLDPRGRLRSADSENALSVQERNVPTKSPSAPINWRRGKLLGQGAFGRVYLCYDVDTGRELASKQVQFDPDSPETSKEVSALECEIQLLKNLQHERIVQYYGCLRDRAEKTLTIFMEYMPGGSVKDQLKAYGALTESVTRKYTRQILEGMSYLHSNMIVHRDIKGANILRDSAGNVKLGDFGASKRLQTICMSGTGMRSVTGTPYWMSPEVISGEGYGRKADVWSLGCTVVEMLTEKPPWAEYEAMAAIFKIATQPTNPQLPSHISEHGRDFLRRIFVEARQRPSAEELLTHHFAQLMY
PHOSPHO1 inh: inhibitors of human PHOSPHO1 phosphatase; 290,000 compounds, 1.1% hits; inhibition, % at 13.3 µM; recombinant PHOSPHO1, absorbance phosphatase assay; Q8TCT1; in the data active = inhibition above about 60%
Target sequence (Q8TCT1 whole entry, looked up): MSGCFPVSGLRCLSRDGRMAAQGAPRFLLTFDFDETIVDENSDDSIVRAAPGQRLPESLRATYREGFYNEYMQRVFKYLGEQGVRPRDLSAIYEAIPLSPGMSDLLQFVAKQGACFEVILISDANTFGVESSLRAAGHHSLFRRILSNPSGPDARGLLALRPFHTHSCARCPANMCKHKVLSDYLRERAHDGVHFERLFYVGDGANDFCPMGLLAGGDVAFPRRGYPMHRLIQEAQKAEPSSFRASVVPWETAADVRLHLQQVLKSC
p-CIP stab down: p/CIP protein destabilization | 290,000 compounds, 0.01% hits | F442A p/CIP-EGFP cells, EGFP fluorescence, 16 h | decrease of EGFP signal, % at 10 µM | Q05BA5 | AID 1984;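 active = EGFP signal decrease of at least 30% at 10 µM or well 3 SD below plate mean, unless failing retest; inactive = the rest, including hits failing retest or dose response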; note: some compounds called inactive have numbers as strong as hits; many of its hits are not listed in these tables
VIM-2 inhibitor: blocks Pseudomonas aeruginosa VIM-2 metallo-beta-lactamase; purified VIM-2, nitrocefin hydrolysis, epi-absorbance fluorescence; inhibition, % at 5.6 µM; 290,000 compounds, 0.89% hits;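 active = inhibition above the mean of all tested compounds plus 3 SD, cutoff set per screening run, cut at about 7.5% in these data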;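 note: red hydrolysis product quenches plate fluorescence so inhibitors raise well fluorescence; 0% = enzyme with DMSO and 100% = DMSO without enzyme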
IMP-1 inh: inhibitors of Pseudomonas aeruginosa IMP-1 metallo-beta-lactamase; 290,000 compounds, 0.45% hits; inhibition, % at 5.6 µM; AID 1556; purified IMP-1, nitrocefin hydrolysis, epi-absorbance fluorescence;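 active = inhibition above the mean plus 3 SD of all compounds in the same screening run, cut at about 4.5% in these data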;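 note: 0% = IMP-1 with DMSO and 100% = DMSO wells lacking enzyme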
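assay system = purified recombinant IMP-1 metallo-beta-lactamase enzyme | schedule = 15 min preincubation plus 25 min reaction at 25 °C | signal = Epi-absorbance fluorescence, 480 nm excitation, 530 nm emission | read-out basis = percent inhibition from optical density relative to buffer-blank wells | controls = IMP-1 with DMSO as 0%, enzyme-free DMSO as 100%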
DNA FID counter: displaces DNA intercalator in HCV helicase counter-screen; DNA fluorescent intercalator displacement, fluorescence; inhibition, % at 7.9 µM; 290,000 compounds, 0.17% hits; AID 1845; in the data active = inhibition above about 37%;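 note: 0% = vehicle and 100% = reference compound; higher means more ethidium bromide displaced from hairpin DNA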
* = called active by the depositor; nt = no result given.

SMILES	MEKK3 PB1 HTS	IDE act	HCV NS3 hel inh	p-CIP stab down	VIM-2 inhibitor	DNA FID counter	UBC9 SUMO inh	IMP-1 inh	PHOSPHO1 inh
COc1ccc(CNC(=O)C(C)N2C(=O)COc3ccc(C)cc32)c(OC)c1 (configuration not stated)	104.0	3.5	-1.2	9.5	-3.1	-19.3	12.2	-2.7	27.4
COc1ccc(CCNC(=O)CCCn2ncn3c(cc4occc43)c2=O)c(OC)c1	105.0	0.0	0.9	-7.9	-4.9	-32.5	7.2	-1.2	39.5
Cn1cnnc1SCCC(=O)Nc1ccc(Cl)cc1	127.0	2.5	2.3	-11.8	-4.6	1.9	-0.6	-5.1	7.4
Cc1ccc(NC(=O)c2ccc(CN3CC(=O)N4CCCCC4C3=O)cc2)c(C)c1 (configuration not stated)	101.0	-2.9	-3.7	0.5	-3.2	-26.2	-0.9	-3.7	-14.0
CC12COC3(C(=O)Nc4ccc(F)cc4)CC1CCC32C (configuration not stated)	106.0	2.3	-9.0	0.0	-3.7	2.6	6.5	-3.8	-2.0
O=C(NC1(O)C(=O)c2ccccc2C1=O)c1ccc(C(F)(F)F)cc1	87.0	nt	-1.1	-1.5	-0.3	1.3	89.5*	1.2	23.6
CCN(c1ccccc1)S(=O)(=O)c1ccc(Cl)c(C(=O)OCC(=O)c2[nH]c(C)c(C(C)=O)c2C)c1	101.0	1.8	-4.8	-10.7	-1.2	-18.9	-0.2	-2.5	-5.1
COCCNC(=S)N1CCc2cc(OC)c(OC)cc2C1COc1ccc(F)cc1 (configuration not stated)	93.0	1.8	-21.4	13.7	-2.4	-29.7	-25.8	-2.6	-59.7
COc1ccc(OC)c(-c2nc(C(=O)NCC3CCCO3)cc3c2[nH]c2ccccc23)c1 (configuration not stated)	100.0	0.1	-13.0	1.1	-1.4	-40.8	-3.8	-2.2	13.5
CCC(CC)NC(=O)CON=C1c2ccccc2-c2ccccc21	146.0*	2.5	1.6	-3.4	0.4	-8.5	-10.6	-1.3	6.0
Cn1c(=O)c2c(nc(NN=C3CCCCC3)n2C)n(C)c1=O	104.0	-7.5	17.2	-16.6	-4.5	-2.0	15.1	-5.1	-14.1
CCC(C)c1ccc(NC(=O)C2CCN(c3ncccn3)CC2)cc1 (configuration not stated)	107.0	-5.6	11.4	-0.5	2.0	-16.5	0.0	0.5	12.7
CN1/C(=C\C(=O)c2ccco2)C(C)(C)c2ccccc21	102.0	-7.4	-5.4	-52.9	1.4	-7.5	-20.4	-2.3	-28.4
CCOCCSc1nc2c(c(=O)[nH]c(=O)n2C)n1CCCc1ccccc1	107.0	1.6	-4.5	-8.5	-1.7	-10.4	-1.1	1.5	7.6
CCOC(=O)CN1C(=O)S/C(=C/c2cccc([N+](=O)[O-])c2O)C1=O	102.0	-4.1	-12.3	-7.5	-0.1	-12.1	-1.8	-2.1	-7.3
Cc1ccc(N/C=C/C(=O)c2cccs2)cc1C	97.0	nt	1.8	-14.3	-0.4	-18.7	12.3	-2.3	27.7
CCOC(=O)c1sc(=NC(=O)c2ccc(C)c(C)c2)n(C)c1C	100.0	-0.2	1.3	2.4	2.1	-5.2	3.9	-0.7	-2.7
CCOc1ccc(CN2C(=O)c3ccccc3C2C(=O)NC(C)CC)cc1OC (configuration not stated)	104.0	2.5	-3.9	-2.4	-0.2	-15.1	8.3	-2.3	32.6
CCN1CCN(CCn2c(=S)[nH]c3cc4c(cc3c2=O)OCO4)CC1	102.0	0.6	6.0	2.9	1.7	2.6	17.7	-0.1	32.0
O=C1CN(C(=O)c2ccc(Cl)c(S(=O)(=O)N3CCc4ccccc43)c2)c2ccccc2N1	108.0	7.6	-27.1	3.7	-1.3	-31.6	-4.2	-1.7	0.1
C/C(=N\NC(=O)c1cc2ccccc2cc1O)c1ccc(C)o1	103.0	-3.1	46.8*	-7.2	-1.4	-21.0	-1.1	-1.1	32.8
Cc1ccc(C2(C(F)(F)F)N=C3Sc4cc(C)cc(C)c4N3C(=O)N2)cc1 (configuration not stated)	113.0	6.6	-0.3	4.1	-3.0	1.6	13.4	-2.5	42.0
Cc1ccc(-c2nc(C3CCCN(S(=O)(=O)c4ccc(C(F)(F)F)cc4)C3)no2)cc1 (configuration not stated)	106.0	2.8	-1.3	-2.2	-1.8	5.1	-4.0	-3.0	23.4
CC(=O)Nc1ccc(NC(=O)CSc2nccn2Cc2ccc(Cl)cc2)cc1	102.0	7.0	-0.6	-20.0	-2.8	-27.8	14.1	-2.1	32.7
Cc1onc(-c2ccccc2Cl)c1C(=O)NNC(=O)c1cccc(F)c1	100.0	-2.9	-1.8	6.1	-4.1	-7.1	1.6	-2.5	18.4
CCCN(CCC)CCNC(=O)CN1C(=O)COc2ccc(S(=O)(=O)N3CCOCC3)cc21	105.0	5.8	8.2	8.2	-2.6	8.3	13.7	-2.0	18.5
CC(=O)N1c2ccc(S(=O)(=O)NCCC(=O)NCc3ccc(F)cc3)cc2CC1C (configuration not stated)	98.0	2.8	-5.1	0.1	-0.4	-20.8	9.6	-0.5	42.6
CCCOc1ccc(C2/C(=C(/O)c3ccc(F)cc3)C(=O)C(=O)N2CCCN(C)C)cc1 (configuration not stated)	102.0	6.7	-1.5	-3.2	0.1	-9.8	17.2	-5.4	-27.7
CCc1ccc(Oc2nnnn2-c2ccc(C(N)=O)cc2)cc1	97.0	1.2	-1.8	-10.2	-1.6	-8.7	7.8	-1.3	29.5
O=C1CSC(=S)N1c1cccnc1	86.0	5.9	4.9	-0.9	1.1	-0.7	-18.5	-1.5	97.5*
CCc1ccc(/C(C)=N/NC(=O)c2c[nH]c3ccccc23)s1	103.0	2.6	0.8	-4.4	-0.9	-19.5	4.2	-2.3	9.0
O=C(OCc1cc(=O)n2cc(Br)ccc2n1)C1COc2ccccc2O1 (configuration not stated)	104.0	1.9	1.7	-10.9	0.7	-4.8	-23.4	-3.0	23.5
COc1ccc(OC)c(C(=O)NC(CC(N)=O)c2ccc(NCCN3CCOCC3)c([N+](=O)[O-])c2)c1 (configuration not stated)	107.0	-1.7	nt	-11.8	nt	nt	11.8	nt	34.3
COc1ccccc1-c1n[nH]c(=S)n1N	104.0	3.5	10.3	4.4	0.6	-4.2	21.8	-2.8	-6.8
Cc1nc2cc(NC(=O)NCCC3=CCCCC3)ccc2o1	102.0	-6.5	3.6	-1.7	-3.6	-10.7	2.8	-2.4	-2.4
O=C(CCNC(=O)c1ccc([N+](=O)[O-])cc1)Nc1ccc(F)c(F)c1F	100.0	0.4	-11.7	-7.0	0.5	-1.0	4.7	-3.2	6.3

Arranged by heavy-atom count (low to high): 4 of the compounds above.
SMILES	MEKK3 PB1 HTS	IDE act	HCV NS3 hel inh	p-CIP stab down	VIM-2 inhibitor	DNA FID counter	UBC9 SUMO inh	IMP-1 inh	PHOSPHO1 inh
COc1ccccc1-c1n[nH]c(=S)n1N	104.0	3.5	10.3	4.4	0.6	-4.2	21.8	-2.8	-6.8
CN1/C(=C\C(=O)c2ccco2)C(C)(C)c2ccccc21	102.0	-7.4	-5.4	-52.9	1.4	-7.5	-20.4	-2.3	-28.4
C/C(=N\NC(=O)c1cc2ccccc2cc1O)c1ccc(C)o1	103.0	-3.1	46.8*	-7.2	-1.4	-21.0	-1.1	-1.1	32.8
O=C1CN(C(=O)c2ccc(Cl)c(S(=O)(=O)N3CCc4ccccc43)c2)c2ccccc2N1	108.0	7.6	-27.1	3.7	-1.3	-31.6	-4.2	-1.7	0.1

Other results follow:
SMILES	MEKK3 PB1 HTS	IDE act	HCV NS3 hel inh	p-CIP stab down	VIM-2 inhibitor	DNA FID counter	UBC9 SUMO inh	IMP-1 inh	PHOSPHO1 inh
C/C(CC(=O)Nc1ccc(Cl)c(Cl)c1)=N\NC(N)=S	101.0	0.4	-2.1	3.4	-5.4	-1.2	15.7	-1.4	-24.1
Cc1oc(-c2cccc(Cl)c2)nc1CN1CCCC(C(=O)NCCCN2CCOCC2)C1 (configuration not stated)	nt	3.4	-28.6	-11.3	0.4	29.7	17.6	-1.8	24.2
Cc1ccc(NC2CCCN(C(=O)CCc3scnc3C)C2)cc1C (configuration not stated)	103.0	-1.4	-10.9	-3.7	-1.5	-28.4	-3.8	-3.6	9.0
COCCOC(=O)c1[nH]c2c(c1C)C(=O)CC(c1ccco1)C2 (configuration not stated)	102.0	1.5	46.9*	5.1	2.1	-10.4	4.8	0.4	29.1
CCCCC(=O)Nc1ccc(NC(=O)CCCC)nc1	99.0	2.1	3.4	-35.1	-2.6	-4.0	-6.6	-6.5	-20.8
NC(=O)c1ccsc1NC(=O)c1ccc(N2CCCC2=O)cc1	100.0	-3.7	-4.0	-11.9	1.1	-1.7	26.0	-0.9	8.1
Cc1ccccc1CS(=O)(=O)c1cnc2ccccc2n1	96.0	4.6	-2.6	5.0	-5.7	3.2	4.9	-3.1	13.9
CCN(Cc1nc2cc(OC)c(OC)cc2c(=O)[nH]1)C(=O)c1ccc(S(=O)(=O)N(C)C)cc1	109.0	0.9	-0.1	-3.1	-4.3	-3.4	-12.2	-2.2	-7.9
O=C(N/N=C(\CC(=O)c1cccs1)C(F)(F)F)c1cccnc1	111.0	0.0	9.4	-19.2	-3.6	-17.7	-27.7	-3.1	16.6
CCCOc1ccc(N2C(=O)CC(N(Cc3ccc(S(N)(=O)=O)cc3)C(=O)CC)C2=O)cc1 (configuration not stated)	101.0	5.0	2.8	-8.9	-4.5	-6.8	14.8	-4.6	2.9
CCOc1cc(S(=O)(=O)N(CC)CC)ccc1Br	103.0	3.6	-6.2	4.7	1.1	-8.9	-10.1	-3.4	5.4
Cc1onc(-c2ccccc2)c1C(=O)Nc1ccc(S(=O)(=O)N2CCCC2)cc1	112.0	-1.1	4.6	-0.7	-0.9	-32.9	-3.1	3.0	10.2
COc1ccc(C(=O)NCc2ccc(-c3nc4ccccc4s3)cc2)cc1	105.0	-3.1	-3.7	1.3	-2.2	-5.1	15.6	-2.9	35.4
CNC(=O)c1ccccc1S(=O)c1ccccc1C#N (configuration not stated)	106.0	3.6	8.8	5.1	-2.0	1.5	-33.2	-2.7	11.3
O=C(O)/C=C/C(=O)N1Cc2cc3ccccc3nc2C1	109.0	1.5	5.4	4.7	-2.0	-9.2	10.7	-2.4	18.5
CC(C)Sc1nc2sccc2c(=O)n1-c1ccccc1	100.0	-4.4	2.5	-27.4	1.6	-31.9	20.8	-1.0	43.3
CCOC(=O)N1CCC(=NNC(=O)c2ccccc2F)CC1	104.0	-2.8	5.9	-10.4	-3.7	-7.4	2.9	-2.5	-13.2
Cc1ccc(NC(=O)c2ccccc2OCC(=O)c2ccc(F)cc2)cc1	96.0	5.1	-8.7	-9.3	-3.1	-2.4	-5.1	-0.3	7.1

The list is partial. The share of hits here may be higher or lower than overall.
